# p53 PUMA act – mutant p53 pathway reactivation; SW480 PUMA-promoter luciferase; 28,000 tested, 1.5% active; AID 624151; activation, % at 9.98 µM; in the data active = activation above about 52%
# STK33 kin inh – human STK33 kinase inhibition; Q9BYT3; ADP-Glo luminescence, MBP substrate; inhibition, % at 12.5 µM; 27,000 tested, 0.44% active; in the data active = inhibition above about 20%
# Target sequence (Q9BYT3 whole entry, looked up): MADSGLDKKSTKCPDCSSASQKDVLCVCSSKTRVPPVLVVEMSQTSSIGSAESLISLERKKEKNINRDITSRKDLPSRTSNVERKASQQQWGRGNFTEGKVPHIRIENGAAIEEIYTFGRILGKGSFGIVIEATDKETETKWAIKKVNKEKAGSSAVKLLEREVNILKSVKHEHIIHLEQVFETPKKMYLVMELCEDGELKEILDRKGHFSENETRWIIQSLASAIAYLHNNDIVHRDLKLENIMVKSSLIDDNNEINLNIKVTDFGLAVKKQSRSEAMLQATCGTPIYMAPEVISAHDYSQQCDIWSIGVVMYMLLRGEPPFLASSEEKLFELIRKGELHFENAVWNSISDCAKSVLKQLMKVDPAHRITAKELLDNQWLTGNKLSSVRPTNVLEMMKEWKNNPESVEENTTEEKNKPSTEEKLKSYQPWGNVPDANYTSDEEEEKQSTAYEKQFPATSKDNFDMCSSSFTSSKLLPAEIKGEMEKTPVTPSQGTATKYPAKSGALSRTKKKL
# An asterisk follows results filed as active; . = not tested or not shown. Only part of the results is shown. The share of hits here may be higher or lower than overall.
SMILES,p53 PUMA act,STK33 kin inh
C[C@H](CO)N1C[C@H](C)[C@H](CN(C)C(=O)C2CCCCC2)OCCCC[C@H](C)Oc2ccc(NC(=O)Nc3ccccc3)cc2C1=O,-33,.
COc1ccc(NC(=O)N(C)C[C@H]2Oc3cc(-c4ccc(C)cc4)ccc3S(=O)(=O)N([C@@H](C)CO)C[C@H]2C)cc1,-13,.
CCOc1ccc(-n2c(SCc3nc(-c4cccs4)no3)nnc2-c2ccncc2)cc1,-17,1
O=C(/C=C/c1ccccc1)Nc1nnc(CSCc2ccccc2F)s1,-10,.
CNC[C@H]1Oc2c(NS(=O)(=O)c3ccc(Cl)cc3)cccc2C(=O)N([C@@H](C)CO)C[C@H]1C,-4,.
C[C@@H]1CN([C@H](C)CO)C(=O)Cc2cc(NC(=O)CCN3CCOCC3)ccc2O[C@H]1CN(C)Cc1ccccc1,.,2
O=c1cc(N2CCOCC2)oc2c1ccc1ccccc12,.,2
Cc1ccc(-c2noc(CSc3nc(C)c(C)c(=O)[nH]3)n2)cc1,2,0
CCc1cccc(C)c1NC(=O)CN(C)S(=O)(=O)c1ccccc1,-10,-3
Cc1noc(C)c1S(=O)(=O)N(C)C[C@H]1OCCCC[C@@H](C)Oc2ccc(NS(C)(=O)=O)cc2C(=O)N([C@@H](C)CO)C[C@@H]1C,-3,.
O=C(Nc1ccc(S(=O)(=O)Nc2nccs2)cc1)C1COc2ccccc2O1 (stereo not drawn),-12,-2
COc1ccc(OC)c(NC(=O)COc2ccc(C(=O)Nc3cccc(C)c3C)cc2)c1,7,0
C[C@H]1CN([C@@H](C)CO)C(=O)CCCn2nncc2CO[C@@H]1CN(C)S(=O)(=O)c1ccc(Cl)cc1,-2,0
COc1ccc(C)cc1S(=O)(=O)N1CCC(C(=O)Nc2cccc(C(C)=O)c2)CC1,6,-4
Cc1nnc(SCc2nnnn2-c2ccccc2)[nH]c1=O,-5,3
C[C@H](CO)N1C[C@H](C)[C@H](CN(C)S(=O)(=O)c2ccc(Cl)cc2)Oc2c(NS(C)(=O)=O)cccc2C1=O,4,.
C[C@@H]1CN([C@H](C)CO)C(=O)Cc2cc(NC(=O)CCN3CCOCC3)ccc2O[C@@H]1CN(C)C(=O)Nc1cccc2ccccc12,-4,-2
Cc1ccc(Cl)cc1NC(=O)CSc1nnc(-c2ccc([N+](=O)[O-])cc2)n1-c1ccccc1,-1,-2
Cc1noc(C)c1NC(=O)Nc1ccc2c(c1)C(=O)N([C@@H](C)CO)C[C@H](C)[C@@H](CN(C)Cc1ccc(C(F)(F)F)cc1)O2,.,-1
Cc1noc(C)c1NC(=O)Nc1cccc2c1O[C@@H](CN(C)S(=O)(=O)c1ccc(Cl)cc1)[C@H](C)CN([C@@H](C)CO)C2=O,8,.

# A draw from above in order of SMILES length, lowest first:
SMILES,p53 PUMA act,STK33 kin inh
CCOc1ccc(-n2c(SCc3nc(-c4cccs4)no3)nnc2-c2ccncc2)cc1,-17,1
COc1ccc(C)cc1S(=O)(=O)N1CCC(C(=O)Nc2cccc(C(C)=O)c2)CC1,6,-4
COc1ccc(NC(=O)N(C)C[C@H]2Oc3cc(-c4ccc(C)cc4)ccc3S(=O)(=O)N([C@@H](C)CO)C[C@H]2C)cc1,-13,.

# (continued)
SMILES,p53 PUMA act,STK33 kin inh
C[C@@H]1CN([C@H](C)CO)C(=O)Cc2cc(NC(=O)Cc3ccccc3)ccc2O[C@H]1CN(C)C(=O)Nc1cccc2ccccc12,.,0
C=CCn1c2ccccc2c2nnc(SCc3ccccc3F)nc21,-20,.
Cc1cc(C)c(C)c(S(=O)(=O)NCCC(=O)O)c1C,-1,-5
COc1ccc(NC(=O)Nc2ccc3c(c2)CC(=O)N([C@H](C)CO)C[C@@H](C)[C@@H](CN(C)S(=O)(=O)c2cn(C)cn2)O3)cc1,.,1
Cc1noc(C)c1S(=O)(=O)N(C)C[C@@H]1Oc2ccc(NC(=O)CCCCCC(=O)Nc3ccccc3N)cc2CC(=O)N([C@@H](C)CO)C[C@H]1C,-13,.
COc1c(O)cc2c(=O)oc3c(OC)c(O[C@@H]4OC[C@@H](O)[C@H](O)[C@H]4O)cc4c(=O)oc1c2c34,-1,1
C[C@H](CO)N1C[C@H](C)[C@@H](CN(C)S(=O)(=O)c2ccccc2)Oc2ccc(N(C)C)cc2CC1=O,10,.
O=C(O)CSc1c[nH]c2ccccc12,-6,-3
C[C@H](CO)N1C[C@H](C)[C@H](CN(C)C(=O)C2CCCCC2)Oc2ncc(Br)cc2C1=O,2,.
Cn1c(SCC(=O)Nc2ccc(F)c(Cl)c2)nnc1-c1ccncc1,3,-6
CC(C)S(=O)(=O)c1cnc(N2CCOCC2)nc1N,.,0
C[C@H](CO)N1C[C@H](C)[C@@H](CN(C)CC2CCCCC2)Oc2ccc(NS(=O)(=O)c3ccc(Cl)cc3)cc2CC1=O,-2,.
CCCCCCCC/C=C\C/C=C\C/C=C\CCCC(=O)O,.,-1
C[C@H]1CN([C@@H](C)CO)C(=O)Cc2cc(NC(=O)Cn3cnnn3)ccc2O[C@H]1CN(C)C,6,.
COc1c(O)cc([C@@H]2Oc3cc(O)cc(O)c3C[C@@H]2O)cc1O,5,3
Cc1sc2ncnc(SCC(=O)Nc3cccc(C(F)(F)F)c3)c2c1C,9,0
CC(C)NC(=O)N(C)C[C@H]1Oc2ccc(NS(=O)(=O)c3cn(C)cn3)cc2C(=O)N([C@H](C)CO)C[C@@H]1C,.,-1
C[C@@H]1CN([C@@H](C)CO)C(=O)c2cc(NC(=O)Nc3cccc4ccccc34)ccc2O[C@@H](C)CCCCO[C@H]1CN(C)Cc1ccncc1,-8,.
COc1ccc(NC(=O)CSc2nc3c(cc2C#N)C(=O)CCC3)cc1,34,0
Cc1cccc(N(CC(=O)Nc2cccc([N+](=O)[O-])c2)S(C)(=O)=O)c1C,-1,2
CCCN(C)C[C@@H]1Oc2ncc(C#Cc3ccc(F)cc3)cc2C(=O)N([C@H](C)CO)C[C@@H]1C,1,.
C[C@H](CO)N1C[C@H](C)[C@H](CN(C)C(=O)Nc2ccc(F)cc2)Oc2ncc(/C=C/c3ccccc3)cc2C1=O,-15,7
C[C@H](CO)N1C[C@H](C)[C@H](CN(C)C(=O)Nc2cccc3ccccc23)Oc2ncc(-c3ccccc3)cc2C1=O,-17,1
Cc1onc(-c2c(F)cccc2Cl)c1C(=O)N[C@@H]1C(=O)N2C(C(=O)O)C(C)(C)S[C@H]12 (stereo partly drawn),-5,2
C[C@@H]1CCCCO[C@H](CN(C)Cc2ccc(Cl)c(Cl)c2)[C@@H](C)CN([C@H](C)CO)C(=O)c2cc(NC(=O)Nc3ccc(F)cc3)ccc2O1,.,3
C[C@H]1CN([C@@H](C)CO)C(=O)CCCn2cc(nn2)CO[C@H]1CN(C)Cc1cccc2c1OCCCO2,13,-1
CCc1cc(-c2n[nH]c(C)c2-c2nc(C)cs2)c(O)cc1OCc1ccc([N+](=O)[O-])cc1,-22,1
C[C@H](NC(=O)N(C)C[C@@H]1OCc2ccccc2-c2c(n(C)c3ccccc23)C(=O)N([C@H](C)CO)C[C@@H]1C)c1ccccc1,-13,.
COc1cc(NC(=O)COc2ccccc2Br)c(OC)cc1Cl,132*,-1
C[C@H](CO)N1C[C@H](C)[C@@H](CN(C)C(=O)CCCN(C)C)OCc2cn(nn2)CCCC1=O,13,-1
CC(Oc1ccccc1)C(=O)Nc1c[nH]c(=O)[nH]c1=O (stereo not drawn),4,0
O=c1[nH]c(CSc2nnc(-c3ccccc3)n2C2CCCCC2)nc2ccccc12,-6,-2
COc1ccc(S(=O)(=O)N(C)C[C@H]2Oc3c(NC(=O)c4cc(C)nn4C)cccc3C(=O)N([C@H](C)CO)C[C@@H]2C)cc1,-4,.
C[C@@H]1CN([C@@H](C)CO)C(=O)Cc2cc(NC(=O)c3ccncc3)ccc2O[C@@H]1CN(C)S(=O)(=O)c1ccccc1,-6,-2
Cc1sc2ncn(CC(=O)Nc3ccccc3C(F)(F)F)c(=O)c2c1C,9,0
Cc1noc(C)c1NC(=O)Nc1ccc2c(c1)CC(=O)N([C@H](C)CO)C[C@@H](C)[C@H](CN(C)S(C)(=O)=O)O2,.,1
O=C(OCC1OC2C(Oc3nc(=O)ccn32)C1O)c1ccccc1 (stereo not drawn),2,.
C[C@H]1CN([C@@H](C)CO)C(=O)CCCn2nncc2CO[C@H]1CN(C)CC1CC1,.,-1
Cc1cc2nn(-c3ccc(F)cc3)nc2cc1NC(=O)COc1ccc(Br)cc1,17,1
C[C@@H]1CN([C@H](C)CO)C(=O)Cc2cc(NC(=O)Nc3cccc4ccccc34)ccc2O[C@@H]1CN(C)C(=O)Nc1ccc2c(c1)OCO2,.,0

# Whole records, looked up by structure. Order of screens: p53 PUMA act, STK33 kin inh
# Cc1nnc(SCc2nnnn2-c2ccccc2)[nH]c1=O across the screens: -5, 3
# C[C@H](CO)N1C[C@H](C)[C@H](CN(C)C(=O)C2CCCCC2)OCCCC[C@H](C)Oc2ccc(NC(=O)Nc3ccccc3)cc2C1=O across the screens: -33, .
# C[C@@H]1CN([C@H](C)CO)C(=O)Cc2cc(NC(=O)CCN3CCOCC3)ccc2O[C@@H]1CN(C)C(=O)Nc1cccc2ccccc12 across the screens: -4, -2

# The list continues.
SMILES,p53 PUMA act,STK33 kin inh
Cc1noc(C)c1S(=O)(=O)Nc1ccc2c(c1)C(=O)N([C@H](C)CO)C[C@@H](C)[C@H](CN(C)C(=O)CCC(F)(F)F)OCCCC[C@@H](C)O2,-2,.
[N-]=C=N[n+]1ccc2ccccc2c1C(=O)c1ccc(Cl)cc1,.,0
Cc1noc(C)c1NC(=O)Nc1ccc2c(c1)CC(=O)N([C@@H](C)CO)C[C@H](C)[C@H](CN(C)C(=O)Nc1c(C)noc1C)O2,.,-1
C[C@H](CO)N1C[C@H](C)[C@H](CN(C)CC2CCCCC2)Oc2ccc(NS(=O)(=O)c3cccs3)cc2C1=O,.,-2
C[C@H]1CN([C@@H](C)CO)C(=O)Cc2cc(NC(=O)Cn3cnnn3)ccc2O[C@H]1CN(C)Cc1ccc(C(F)(F)F)cc1,.,1
C[C@@H]1CCCCO[C@H](CN(C)C(=O)Nc2cccc3ccccc23)[C@@H](C)CN([C@H](C)CO)C(=O)c2cc(NS(C)(=O)=O)ccc2O1,4,-1
COc1ccc(OC)c(NC(=O)CSc2nnnn2C)c1,2,2
C[C@H]1CN([C@@H](C)CO)C(=O)Cc2cc(NC(=O)C3CCCCC3)ccc2O[C@H]1CN(C)Cc1ccc(Oc2ccccc2)cc1,.,-3
C/C=C/c1cnc2c(c1)C(=O)N([C@H](C)CO)C[C@@H](C)[C@@H](CN(C)C(=O)Nc1ccc(C(F)(F)F)cc1)O2,5,.
CC(C)NC(=O)N(C)C[C@@H]1Oc2ccc(NC(=O)C3CC3)cc2CC(=O)N([C@@H](C)CO)C[C@@H]1C,7,2
COC(=O)c1ccccc1NC(=O)NCCc1ccccc1OC,34,4
O=c1c(O[C@@H]2O[C@H](CO)[C@H](O)[C@H](O)[C@H]2O)c(-c2ccc(O)cc2)oc2cc(O)cc(O)c12,9,0
CC1CCCC(C)N1S(=O)(=O)c1ccc(NC(=O)CCn2cnc3ccccc3c2=O)cc1 (stereo not drawn),1,-1
CC(C)C#Cc1cnc2c(c1)C(=O)N([C@H](C)CO)C[C@H](C)[C@@H](CN(C)C(=O)CC1CC1)O2,6,.
OCc1ccccc1O,.,-3
C[C@@H]1CN([C@H](C)CO)C(=O)c2cc(NC(=O)Cc3cn(C)c4ccccc34)ccc2O[C@H]1CN(C)Cc1ccc(C(F)(F)F)cc1,-8,0
C[C@@H]1CN([C@@H](C)CO)C(=O)c2cc(NC(=O)NC3CCCCC3)ccc2O[C@@H]1CN(C)Cc1ccc(-c2ccccc2)cc1,.,1
C[C@@H]1CN([C@@H](C)CO)C(=O)c2cccc(NC(=O)c3ccncc3)c2O[C@@H]1CN(C)C(=O)NC1CCCCC1,2,.
O=C(COc1ccccc1)Nc1ccc2oc(-c3cccc(I)c3)nc2c1,36,2
CC(C)ON([C@@H](C(=O)NO)C(C)C)S(=O)(=O)c1ccc(-c2ccccc2)cc1,-85,.

# Taken from the listing for reference:
SMILES,p53 PUMA act,STK33 kin inh
C[C@@H]1CCCCO[C@H](CN(C)C(=O)Nc2cccc3ccccc23)[C@@H](C)CN([C@H](C)CO)C(=O)c2cc(NS(C)(=O)=O)ccc2O1,4,-1
COc1ccc(OC)c(NC(=O)CSc2nnnn2C)c1,2,2
C[C@H]1CN([C@@H](C)CO)C(=O)Cc2cc(NC(=O)C3CCCCC3)ccc2O[C@H]1CN(C)Cc1ccc(Oc2ccccc2)cc1,.,-3

# Next section
SMILES,p53 PUMA act,STK33 kin inh
Cc1cccc(C)c1NC(=O)CSc1nnnn1-c1c(C)cccc1C,-7,-2
Cc1noc(C)c1NC(=O)N(C)C[C@H]1Oc2ccc(NS(=O)(=O)c3cn(C)cn3)cc2CC(=O)N([C@@H](C)CO)C[C@H]1C,1,-2
Cc1noc(C)c1NC(=O)N(C)C[C@@H]1Oc2ccc(NC(=O)Cc3cn(C)c4ccccc34)cc2C(=O)N([C@H](C)CO)C[C@H]1C,.,0
CN(c1ccc(C(=O)NCc2cccnc2)cc1)S(C)(=O)=O,1,0
COc1ccc(NC(=O)c2cccnc2C(=O)O)c(OC)c1,14,2
C[C@@H]1CN([C@H](C)CO)C(=O)c2cc(N(C)C)ccc2O[C@@H](C)CCCCO[C@@H]1CN(C)S(=O)(=O)c1cccs1,-4,.
COc1ccc(S(=O)(=O)Nc2ccc3c(c2)CC(=O)N([C@@H](C)CO)C[C@H](C)[C@H](CN(C)S(=O)(=O)c2c(C)noc2C)O3)cc1,.,-1
Cc1ccc(Oc2ccc(NC(=O)CCCC(=O)O)cc2)cc1C,-11,-9
C[C@H](CO)N1C[C@H](C)[C@H](CN(C)C(=O)c2ccncc2)OCCCC[C@H](C)Oc2ccc(NS(=O)(=O)c3ccccc3)cc2C1=O,5,.
C[C@H](CO)N1C[C@H](C)[C@H](CN(C)C(=O)Nc2ccc(F)cc2)Oc2ccc(NS(C)(=O)=O)cc2C1=O,5,2

# Screening data as filed in PubChem.
